Lmaj promast: inhibitors of Leishmania major promastigote growth; Leishmania major promastigotes, resazurin fluorescence viability; inhibition, % at 10 µM; 9% of 200,000 active; in the data active = inhibition above about 50%;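 also: promastigotes grown with compound for 44 hours at 28 °C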
TNAP inh no acc: inhibitors of human TNAP without phosphate acceptor | purified TNAP, CDP-star luminescence, 30 min | inhibition, % at 20 µM | 0.26% of 200,000 active;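 active = tissue-nonspecific alkaline phosphatase inhibition above about 50% at 20 µM in the single-dose screen, limit read from the data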;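 also: 0% = DMSO negative control and 100% = EDTA positive control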
Target sequence (P05186 whole entry, looked up): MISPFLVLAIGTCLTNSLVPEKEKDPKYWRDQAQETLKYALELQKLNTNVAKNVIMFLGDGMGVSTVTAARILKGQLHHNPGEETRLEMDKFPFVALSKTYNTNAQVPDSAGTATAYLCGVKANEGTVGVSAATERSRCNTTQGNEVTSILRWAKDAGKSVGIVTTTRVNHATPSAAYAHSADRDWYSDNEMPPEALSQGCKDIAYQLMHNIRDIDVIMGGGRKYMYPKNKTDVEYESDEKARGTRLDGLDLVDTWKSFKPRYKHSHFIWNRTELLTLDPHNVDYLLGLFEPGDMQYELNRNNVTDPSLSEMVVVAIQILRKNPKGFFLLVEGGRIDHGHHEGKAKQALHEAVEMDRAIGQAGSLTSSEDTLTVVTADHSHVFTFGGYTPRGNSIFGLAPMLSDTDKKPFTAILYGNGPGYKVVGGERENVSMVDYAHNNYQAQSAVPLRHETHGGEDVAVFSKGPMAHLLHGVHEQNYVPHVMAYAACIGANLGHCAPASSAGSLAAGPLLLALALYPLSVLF
FLuc inh counter: Photinus pyralis luciferase inhibition counter-screen; P08659; AID 1006; inhibition, % at 10 µM; 1.5% of 200,000 active; ATPLite firefly luciferase biochemical luminescence, 10 min;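 active = inhibition above about 50% when tested at 10 µM, limit read from the data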
Target sequence (P08659 whole entry, looked up): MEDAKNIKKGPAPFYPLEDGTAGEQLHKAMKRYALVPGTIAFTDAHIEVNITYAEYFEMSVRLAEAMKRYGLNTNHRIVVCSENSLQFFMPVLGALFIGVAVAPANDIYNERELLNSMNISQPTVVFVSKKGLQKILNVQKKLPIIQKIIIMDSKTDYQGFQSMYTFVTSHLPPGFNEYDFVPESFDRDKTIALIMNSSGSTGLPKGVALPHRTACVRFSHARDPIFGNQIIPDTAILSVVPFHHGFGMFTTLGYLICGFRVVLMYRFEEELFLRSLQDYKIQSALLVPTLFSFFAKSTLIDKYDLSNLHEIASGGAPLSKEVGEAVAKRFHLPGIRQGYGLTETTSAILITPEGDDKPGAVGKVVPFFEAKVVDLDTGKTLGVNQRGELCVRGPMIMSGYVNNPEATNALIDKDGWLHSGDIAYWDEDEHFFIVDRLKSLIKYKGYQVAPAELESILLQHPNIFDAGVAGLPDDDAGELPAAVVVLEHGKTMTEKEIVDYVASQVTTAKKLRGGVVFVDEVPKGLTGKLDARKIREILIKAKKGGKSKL
TNAP inh hiacc: inhibitors of human TNAP at high phosphate acceptor concentration; purified TNAP, CDP-star luminescence, 1 M DEA; P05186; inhibition, % at 20 µM; 0.03% of 200,000 active;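 active = over 50% inhibition of tissue-nonspecific alkaline phosphatase at 20 µM in the single-dose screen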;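 also: plate controls were DMSO wells for no effect and EDTA-quenched wells as full inhibition for full effect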
bIAP inh: blocks bovine intestinal alkaline phosphatase activity; purified bovine IAP, CDP-star luminescence, 30 min; inhibition, % at 20 µM; 190,000 tested, under 10 active; AID 1019;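 active = over 50% inhibition of intestinal alkaline phosphatase at 20 µM in the single-dose screen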
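System: purified bovine intestinal alkaline phosphatase (IAP) enzyme; Input: IAP diluted 1/65,000,000 in the well; Measured by: CDP-star luminescence signal; Compound dosing: 20 µM single dose; Incubation: 30 min reaction at room temperature.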
bIAP activator: intestinal alkaline phosphatase (bovine) activation. purified bovine IAP, CDP-star luminescence, 30 min; stronger effect = higher value; fold of DMSO-control signal, blank-subtracted. 0.17% of 200,000 active. activation factor at 20 µM;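 active = activation factor of 2 or more at 20 µM, a signal rise over negative controls twice the positive control's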
RAM inhibit: inhibitors of the yeast RAM network; S. cerevisiae dse1pr::URA3 reporter, 5-FOA growth OD615, 2 d; analog-sensitive cbk1-as2 kinase mutant strain; inhibition, % at 50 µM; 1.8% of 190,000 active; AID 868;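 active = inhibition above a set limit, 3 SD over mean compound inhibition, cut at about 8.4% in these data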;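 also: 0% = DMSO-only wells with no growth and 100% = 10 µM 1-NA-PP1 full growth; inhibition rescues growth on 5-FOA so higher OD means more RAM inhibition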
FLuc act counter: affects firefly luciferase, flagging false hits in luciferase stimulation screens; ATPlite luciferase biochemical, luminescence, 10 min; 0 = ATP-free wells, 1 = DMSO control; P08659; 200,000 tested, under 10 active; activation factor at 10 µM;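 active = luciferase activation factor, scaled between plate controls, of at least 2 with compound at 10 µM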
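test system = cell-free luciferase reagent | medium = PBS as buffer for the ATP substrate | dosing = test compounds dosed from 2 mM stocks in 100% DMSO | incubation = 10 min at ambient temperature | detection = luminescence measurement of luciferase light output | benchmarks = low control with PBS replacing ATP, high control enzyme plus ATP without compound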
TNAP act hi DEA: activators of human TNAP at high phosphate acceptor concentration. purified TNAP, CDP-star luminescence, 1 M DEA, 30 min; stronger effect = higher value; 0 = EDTA background, 1 = DMSO-only activity. activation factor at 20 µM. 200,000 tested, under 10 active. AID 1136;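 active = activation factor at least 2 at 20 µM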
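Test system – human TNAP · Doses – 20 µM single point · Incubation – 30 min, room temperature · Signal – luminescent substrate turnover signal · Read-out basis – activation factor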
APP transl inh: APP translation inhibition | SH-SY5Y APP 5'UTR-luciferase reporter, luminescence | inhibition, % at 2 µM | 0.82% of 190,000 active;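 active = inhibition above a set limit, derived from the sample mean plus 3 SD, cut at about 45% in these data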; also: values of inactives mirror those of a sister screen read the other way
* hit, by the source's call.

`Cn1c(N)c(C(=O)COC(=O)CCCOc2ccc(Cl)cc2Cl)c(=O)n(C)c1=O` gave Lmaj promast -8, TNAP inh no acc -17, FLuc inh counter -7, TNAP inh hiacc -8, bIAP inh 1, bIAP activator 1, RAM inhibit 6.5, FLuc act counter 1.1, TNAP act hi DEA 1.1 and APP transl inh -7.
Screening O=S(=O)(Nc1ccc2c3c(cccc13)CC2)c1ccc(F)cc1 returned Lmaj promast 5, TNAP inh no acc -7, FLuc inh counter -1, TNAP inh hiacc -1, bIAP inh -9, bIAP activator 1.1, RAM inhibit 4.5, FLuc act counter 1, TNAP act hi DEA 1 and APP transl inh -10.
`O=C(c1cccnc1)N1CCN(CCCc2ccccc2)CC1` gave Lmaj promast 80*, TNAP inh no acc -11, FLuc inh counter -3, TNAP inh hiacc -2, bIAP inh 13, bIAP activator 0.9, RAM inhibit 1.3, FLuc act counter 1, TNAP act hi DEA 1 and APP transl inh -2.
Screening CCn1c(COc2ccccc2C)nnc1SCC(=O)O returned Lmaj promast -5, TNAP inh no acc -18, FLuc inh counter -6, TNAP inh hiacc -10, bIAP inh 6, bIAP activator 0.9, RAM inhibit 1.4, FLuc act counter 1.1, TNAP act hi DEA 1.1 and APP transl inh 0.
`N/C(CC(=O)Nc1ccc(F)cc1)=N\O` gave Lmaj promast -5, TNAP inh no acc -7, FLuc inh counter 0, TNAP inh hiacc 2, bIAP inh -5, bIAP activator 1, RAM inhibit 1.2, FLuc act counter 1, TNAP act hi DEA 1 and APP transl inh 16.
CCOC(=O)Cc1csc(NC(=O)CSc2nc(C)cc(=O)[nH]2)n1 was read as Lmaj promast -12, TNAP inh no acc -70, FLuc inh counter 0, TNAP inh hiacc -1, bIAP inh -13, bIAP activator 1.1, RAM inhibit -0.1, FLuc act counter 1, TNAP act hi DEA 1 and APP transl inh -10.
CN1C(=O)/C(=C/c2ccccc2OCc2cccc(F)c2)N(C)C1=S was read as Lmaj promast 80*, TNAP inh no acc 0, FLuc inh counter -4, TNAP inh hiacc 1, bIAP activator 0.4, RAM inhibit 6.9, FLuc act counter 1, TNAP act hi DEA 1 and APP transl inh 38.
`CCC(C)NC(=O)CS(=O)Cc1nc(-c2ccccc2C)oc1C` (stereo not given) gave Lmaj promast -3, TNAP inh no acc -17, FLuc inh counter -3, TNAP inh hiacc -7, bIAP inh 1, bIAP activator 1, RAM inhibit 1.4, FLuc act counter 1, TNAP act hi DEA 1.1 and APP transl inh 5.
Screening COCCn1nnnc1C(c1cccs1)N1CCN(c2nc3ccccc3s2)CC1 (stereo not given) returned Lmaj promast 95*, TNAP inh no acc -5, FLuc inh counter -5, TNAP inh hiacc -2, bIAP inh -11, bIAP activator 1.1, RAM inhibit 3.4, FLuc act counter 1.1, TNAP act hi DEA 1 and APP transl inh 0.
`Cc1nn(-c2ncc(C(F)(F)F)cc2Cl)c(=O)n1-c1ccc(F)cc1` gave Lmaj promast -13, TNAP inh no acc -11, FLuc inh counter -4, TNAP inh hiacc -2, bIAP inh 3, bIAP activator 1, RAM inhibit -1.0, FLuc act counter 1, TNAP act hi DEA 1 and APP transl inh -10.
For Cc1cc(N2CCOCC2)c2c(N)c(Br)cc(C)c2n1 the results were Lmaj promast -3, TNAP inh no acc -5, FLuc inh counter -2, TNAP inh hiacc 0, bIAP inh -32, bIAP activator 1.3, RAM inhibit 0.2, FLuc act counter 1, TNAP act hi DEA 1 and APP transl inh 29.
`O=C(NCc1cccs1)c1ccc([N+](=O)[O-])cc1` gave Lmaj promast -6, TNAP inh no acc -19, FLuc inh counter -2, TNAP inh hiacc -1, bIAP inh 7, bIAP activator 0.9, RAM inhibit 1.4, FLuc act counter 1, TNAP act hi DEA 1 and APP transl inh -10.
`COCCSc1ccccc1C(=O)Nc1cc([N+](=O)[O-])ccc1OC` gave Lmaj promast -2, TNAP inh no acc -7, FLuc inh counter -7, TNAP inh hiacc -4, bIAP inh -3, bIAP activator 1, RAM inhibit 3.3, FLuc act counter 1.1, TNAP act hi DEA 1 and APP transl inh -3.
Cc1cc(C)n2nc(-c3cnn(C)c3C(F)(F)F)cc2n1 was read as Lmaj promast 0, TNAP inh no acc -11, FLuc inh counter -7, TNAP inh hiacc -6, bIAP inh -4, bIAP activator 1, RAM inhibit -0.7, FLuc act counter 1.1, TNAP act hi DEA 1.1 and APP transl inh -7.
O=C(O)COc1ccc(Cl)cc1CO was read as Lmaj promast -7, TNAP inh no acc -10, FLuc inh counter 4, TNAP inh hiacc -5, bIAP inh 6, bIAP activator 0.9, RAM inhibit 1.6, FLuc act counter 1, TNAP act hi DEA 1.1 and APP transl inh 1.
For O=C(CN1CCOCC1)OCCCC1CCCCC1 the results were Lmaj promast -3, TNAP inh no acc -6, FLuc inh counter -2, TNAP inh hiacc 1, bIAP inh -8, bIAP activator 1.1, RAM inhibit -0.9, FLuc act counter 1, TNAP act hi DEA 1 and APP transl inh 5.
Screening CCC(C)[C@H](NC(=O)Nc1ccc2c(c1)OCCO2)C(=O)O (stereo not given in full) returned Lmaj promast -3, TNAP inh no acc -13, FLuc inh counter -6, TNAP inh hiacc -6, bIAP inh 8, bIAP activator 0.9, RAM inhibit 0.7, FLuc act counter 1.1, TNAP act hi DEA 1.1 and APP transl inh 4.
Screening Cc1cc(C)cc(OC(=O)CCN2C(=O)C3C4C=CC(C5CC45)C3C2=O)c1 (stereo not given) returned Lmaj promast -2, TNAP inh no acc -8, FLuc inh counter -6, TNAP inh hiacc -6, bIAP inh -14, bIAP activator 1.1, RAM inhibit 0.0, FLuc act counter 1.1, TNAP act hi DEA 1.1 and APP transl inh 14.
CCN(CC)CC(=O)Nc1ccc(-c2nc3cc(NC(=O)CN(CC)CC)ccc3o2)cc1 was read as Lmaj promast 86*, TNAP inh no acc -10, FLuc inh counter -8, TNAP inh hiacc -5, bIAP inh 27, bIAP activator 0.7, RAM inhibit 1.6, FLuc act counter 1.1, TNAP act hi DEA 1.1 and APP transl inh 7.
`O=[N+]([O-])c1cc(S(=O)(=O)N2CCCCC2)ccc1NCCCN1CCOCC1` gave Lmaj promast 75*, TNAP inh no acc -5, FLuc inh counter -6, TNAP inh hiacc 5, bIAP inh 12, bIAP activator 0.9, RAM inhibit -0.3, FLuc act counter 1.1, TNAP act hi DEA 0.9 and APP transl inh -15.
Cc1ccc(C)c(S(=O)(=O)N2CCN(C(C)C(=O)Nc3ccccc3-c3ccccc3)CC2)c1 (stereo not given) was read as Lmaj promast 26, TNAP inh no acc -17, FLuc inh counter -6, TNAP inh hiacc -3, bIAP inh 7, bIAP activator 0.9, RAM inhibit 6.1, FLuc act counter 1.1, TNAP act hi DEA 1 and APP transl inh -37.
For O=Cc1ccc2noc(-c3ccc(F)cc3)c2c1 the results were Lmaj promast 2, TNAP inh no acc -8, FLuc inh counter -7, TNAP inh hiacc -3, bIAP inh 17, bIAP activator 0.8, RAM inhibit 0.7, FLuc act counter 1.1, TNAP act hi DEA 1 and APP transl inh -1.
COCC(=O)N(Cc1cc2cc(OC)ccc2[nH]c1=O)c1ccc(C)cc1 was read as Lmaj promast -5, TNAP inh no acc -7, FLuc inh counter -6, TNAP inh hiacc -9, bIAP inh -7, bIAP activator 1.1, RAM inhibit 1.2, FLuc act counter 1.1, TNAP act hi DEA 1.1 and APP transl inh 0.
Screening COc1ccc(Cc2nnc(NC(=O)CSc3ccc(C)cc3)s2)cc1 returned Lmaj promast 44, TNAP inh no acc 0, FLuc inh counter -5, TNAP inh hiacc 0, bIAP inh -5, bIAP activator 1.1, RAM inhibit 7.4, FLuc act counter 1, TNAP act hi DEA 1 and APP transl inh 0.
For O=C(CCS(=O)(=O)c1ccccc1)Nc1ccccc1-c1nc2ccccc2s1 the results were Lmaj promast -5, TNAP inh no acc -8, FLuc inh counter -10, TNAP inh hiacc 1, bIAP inh 4, bIAP activator 1, RAM inhibit 3.1, FLuc act counter 1.1, TNAP act hi DEA 1 and APP transl inh 7.
`Cc1ccc(C(C)NC(=O)C23CC4CC(CC(C4)C2)C3)cc1` (stereo not given) gave Lmaj promast 34, TNAP inh no acc -12, FLuc inh counter -5, TNAP inh hiacc -5, bIAP inh 0, bIAP activator 1, RAM inhibit 3.4, FLuc act counter 1.1, TNAP act hi DEA 1.1 and APP transl inh -8.
Screening Cc1ccc(/C=C(\C#N)C(=O)NCc2ccco2)o1 returned Lmaj promast -3, TNAP inh no acc 8, FLuc inh counter 2, TNAP inh hiacc 1, bIAP inh -3, bIAP activator 1, RAM inhibit 0.9, FLuc act counter 1, TNAP act hi DEA 1 and APP transl inh -20.
Screening CN(C)S(=O)(=O)N1CCN(CC(O)COc2ccc3cc(Br)ccc3c2)CC1 (stereo not given) returned Lmaj promast 10, TNAP inh no acc 0, FLuc inh counter -20, TNAP inh hiacc -4, bIAP inh -9, bIAP activator 1.1, RAM inhibit 1.4, FLuc act counter 1.2, TNAP act hi DEA 1 and APP transl inh 0.
`COCCCNc1nc2nonc2nc1N1CCN(Cc2cccc(C)c2)CC1` gave Lmaj promast 10, TNAP inh no acc -4, FLuc inh counter -11, TNAP inh hiacc -5, bIAP inh -7, bIAP activator 1.1, RAM inhibit -0.1, FLuc act counter 1.1, TNAP act hi DEA 1.1 and APP transl inh -14.
For COC1OC(COC(=O)CNC(=O)OC(C)(C)C)C(O)C(O)C1O (stereo not given) the results were Lmaj promast -2, TNAP inh no acc -9, FLuc inh counter -4, TNAP inh hiacc -3, bIAP inh -6, bIAP activator 1.1, RAM inhibit -0.4, FLuc act counter 1, TNAP act hi DEA 1 and APP transl inh -11.
Screening CCn1nc(C)c(C2C(C#N)=C(N)OC3=C2C(=O)CCC3)c1C (stereo not given) returned Lmaj promast -3, TNAP inh no acc 0, FLuc inh counter -1, TNAP inh hiacc 2, bIAP inh -1, bIAP activator 1, RAM inhibit -0.1, FLuc act counter 1, TNAP act hi DEA 1 and APP transl inh -6.
Screening CCN(C(=O)c1cc(Cl)ccc1OC)C1CCCCC1 returned Lmaj promast 4, TNAP inh no acc -10, FLuc inh counter -6, TNAP inh hiacc -4, bIAP inh 8, bIAP activator 0.9, RAM inhibit 0.8, FLuc act counter 1.1, TNAP act hi DEA 1 and APP transl inh 1.
Screening CCOC(=O)c1c(NC(=O)CSc2nnc(-c3cccnc3)o2)sc(C(C)=O)c1C returned Lmaj promast -6, TNAP inh no acc -15, FLuc inh counter -6, TNAP inh hiacc -5, bIAP inh 1, bIAP activator 1, RAM inhibit 5.8, FLuc act counter 1.1, TNAP act hi DEA 1.1 and APP transl inh -12.

Some of these compounds in order of molecular weight, smallest number first:
Screening Cc1ccc(/C=C(\C#N)C(=O)NCc2ccco2)o1 returned Lmaj promast -3, TNAP inh no acc 8, FLuc inh counter 2, TNAP inh hiacc 1, bIAP inh -3, bIAP activator 1, RAM inhibit 0.9, FLuc act counter 1, TNAP act hi DEA 1 and APP transl inh -20.
COCC(=O)N(Cc1cc2cc(OC)ccc2[nH]c1=O)c1ccc(C)cc1 was read as Lmaj promast -5, TNAP inh no acc -7, FLuc inh counter -6, TNAP inh hiacc -9, bIAP inh -7, bIAP activator 1.1, RAM inhibit 1.2, FLuc act counter 1.1, TNAP act hi DEA 1.1 and APP transl inh 0.
Screening CN(C)S(=O)(=O)N1CCN(CC(O)COc2ccc3cc(Br)ccc3c2)CC1 (stereo not given) returned Lmaj promast 10, TNAP inh no acc 0, FLuc inh counter -20, TNAP inh hiacc -4, bIAP inh -9, bIAP activator 1.1, RAM inhibit 1.4, FLuc act counter 1.2, TNAP act hi DEA 1 and APP transl inh 0.
